# High-throughput results: PubChem BioAssay, several laboratories
# Y pestis TopoI: inhibitors of Yersinia pestis topoisomerase I | Y. pestis Topo-I cleavage product accumulation, plate reader | activity, % at 10 µM | 360,000 compounds, 0.064% hits; in the data active means activity above about 50%, passing the limit was not always enough; further: inactives centre near 2
# Anthrax LF prot: blocks Bacillus anthracis lethal factor protease | multiplex microsphere protease cleavage assay, LF | P15917 | 360,000 compounds, 0.12% hits | AID 588501 | inhibition, % at 10 µM; in the data active means inhibition above about 30%; further: plate controls were buffer without enzyme for full effect and enzyme alone for no effect
# PfHsp40 rescue: rescue of PfHsp40-mediated yeast toxicity; AID 504582; S. cerevisiae expressing PfHsp40, growth rescue, ATP luminescence; 340,000 compounds, 0.68% hits; growth rescue, % at 12.5 µM; in the data active means growth rescue above about 28%, passing the limit was not always enough;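 further: yeast W303a lacking pdr1 and pdr3 grown in galactose medium; growth measured after three days at 30 °C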
# Rv3671c inh: inhibitors of M. tuberculosis serine protease Rv3671c; P9WHR9; inhibition, % at 5.96 µM; 320,000 compounds, 0.048% hits; in the data active means inhibition above about 38%;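 further: extracellular domain of Rv3671c used as enzyme; 0% = enzyme with DMSO and 100% = no enzyme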
# Target sequence (P9WHR9 whole entry, looked up, the tested form may be a part): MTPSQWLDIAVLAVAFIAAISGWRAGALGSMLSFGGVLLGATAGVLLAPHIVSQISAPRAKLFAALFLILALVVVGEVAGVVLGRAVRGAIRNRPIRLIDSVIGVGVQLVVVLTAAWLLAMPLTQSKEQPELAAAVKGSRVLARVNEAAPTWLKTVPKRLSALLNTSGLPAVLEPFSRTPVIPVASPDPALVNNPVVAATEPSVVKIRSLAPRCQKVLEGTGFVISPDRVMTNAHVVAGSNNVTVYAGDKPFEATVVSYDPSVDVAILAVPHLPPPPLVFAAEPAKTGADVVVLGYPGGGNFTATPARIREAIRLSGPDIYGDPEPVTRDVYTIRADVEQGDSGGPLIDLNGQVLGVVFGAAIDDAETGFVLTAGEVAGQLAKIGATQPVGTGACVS
# BH1578 lux ind: quorum light induction in luxS cqsA deficient V. cholerae. 350,000 compounds, 0.16% hits. activation, % at 18.7 µM. V. cholerae BH1578 lux reporter, luminescence, 6 h; in the data active means activation mostly above about 9.7%, no sharp cut-off; further: not every result past the cut was called active; inactives centre near 0; reference of the scale not given here
# TcdB inh: inhibitors of Clostridioides difficile toxin B glycohydrolase. AID 652162. inhibition, % at 9.99 µM. P18177. 350,000 compounds, 0.24% hits. TcdB glycohydrolase enzymatic assay, plate reader; in the data active means inhibition above about 10%
# 3CLpro inhibitor: SARS-CoV 3CLpro protease inhibition. P0C6X7. recombinant SARS-CoV 3CLpro, quenched FRET peptide cleavage. inhibition, % at 6 µM. 290,000 compounds, 0.14% hits. AID 1706; in the data active means inhibition above about 12%
# PriA SSB inh: blocks PriA binding to SSB C-terminal tail; AlphaScreen SSBct-PriA binding, biotinylated peptide; inhibition, % at 33 µM; 430,000 compounds, 0.6% hits; AID 1272365; in the data active means inhibition mostly above about 37%, no sharp cut-off; inactive means mostly below about 20%;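 further: plate controls were negative control peptide for no effect and reference peptide for full effect; strong numbers were not always called active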
# MazF activator: MazEF (E. coli) toxin RNase activation; P0AE70; FAM/BHQ RNA-DNA oligo cleavage fluorescence, 5 h; activation, % at 20 µM; 350,000 compounds, 0.32% hits; AID 504720; in the data active means activation above about 50%
# Target sequence (P0AE70 whole entry, looked up): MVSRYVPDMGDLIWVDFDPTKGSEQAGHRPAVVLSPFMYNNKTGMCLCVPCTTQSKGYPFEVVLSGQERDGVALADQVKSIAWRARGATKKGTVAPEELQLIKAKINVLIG
# DUSP3 inh: inhibitors of human VHR1 phosphatase (DUSP3). recombinant VHR phosphatase, pNPP absorbance. 290,000 compounds, 0.52% hits. inhibition, % at 13.3 µM; in the data active means inhibition above about 50%; further: some compounds called inactive have numbers as strong as hits
# Target sequence (P51452 whole entry, looked up): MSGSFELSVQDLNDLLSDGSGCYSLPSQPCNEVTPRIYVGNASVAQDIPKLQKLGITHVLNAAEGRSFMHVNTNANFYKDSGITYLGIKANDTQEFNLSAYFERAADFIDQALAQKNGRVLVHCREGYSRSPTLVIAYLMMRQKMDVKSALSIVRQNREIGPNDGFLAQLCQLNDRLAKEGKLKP
# * = called active by the depositor; i = inactive; . = not tested or not shown; & = joins results of further samples.
SMILES,Y pestis TopoI,Anthrax LF prot,PfHsp40 rescue,Rv3671c inh,BH1578 lux ind,TcdB inh,3CLpro inhibitor,PriA SSB inh,MazF activator,DUSP3 inh
Cc1c(C(=O)N2CCCC(C)C2)sc2ncnc(N3CCCCC3C)c12 (centres undefined),30.9,-3.3,1.3,-5.2,-8.3,-0.3,0.9,4.5,0.6,-10.8
O=C(c1ccc(S(=O)(=O)Nc2ccccc2F)cc1)N1CCN(c2ccccn2)CC1,5.5,-6.8,1.2,-4.2,-0.2,.,.,-1.5,4.6,.
CCc1ccc(N2CCN(CCNC(=O)Nc3ccc(OC)cc3)CC2)cc1,0.4,-10.3,-2.9,-3.6,-1.7,-0.4,2.5,1.0,6.1,0.1
CC(O)(CS(=O)(=O)c1cccc(C(F)(F)F)c1)C(=O)Nc1ccc(C(F)(F)F)cc1 (centres undefined),-2.5,-1.4,-0.4,-5.7,i,4.7,3.6,1.6,0.2,26.9
COc1ccc(Cc2nc3ccc(C(=O)NC(C)c4cnn(C)c4)cc3o2)cc1 (centres undefined),5.1,-1.2,-2.5,.,-1.0,1.2,-2.3,.,0.0,1.8
Cc1cccc(-n2ncc3c(NCc4cccnc4)ncnc32)c1,8.8,-5.1,0.4,-7.3,-0.2,6.3,.,-3.0&-19.5,2.9,18.1
CCc1nnc(NC(=O)CN2C(=O)c3ccccc3S2(=O)=O)s1,2.9,2.9,-1.5,3.3,6.2,-0.5,5.4,-9.8,-0.3,26.3
O=C1CC(Sc2nnc(-c3ccccc3)o2)C(=O)N1c1ccccc1 (centres undefined),0.8,-3.6,-0.1,1.0,i,.,-0.8,-9.6,1.7,46.3
CC1CCCN(CC(=O)Nc2cccc([N+](=O)[O-])c2)C1 (centres undefined),-6.8,0.9,-0.4,4.0,-0.7,0.9,-3.1,-5.0,-4.4,41.8
COc1cc(Cl)ccc1OC1(C)CCN(Cc2ccc(-c3ccccn3)cc2)C1 (centres undefined),21.6,-3.0,.,.,-0.5,1.2,.,.,.,.
O=C(CSc1ccc2c(c1)OCCO2)Nc1cccnc1,1.1,-8.1,0.0,0.2,0.7,2.2,-1.4,-0.7,5.3,12.9
Cc1nn(C)c(C(=O)N/N=C/c2cccc3ccccc23)c1Cl,12.8,-0.2,1.2,-2.8,-0.3,.,2.6,.,6.5,-2.2
C(=C\c1ccccc1)/CSc1nnc(-c2cccnc2)o1,15.6,1.1,1.6,3.1,-6.2,1.0,-0.1,-11.8,-4.9,30.7
COc1cc(C(=O)NC2CC(C)(C)NC(C)(C)C2)cc(OC)c1OC,-7.5,-1.6,-2.3,0.5,-0.5,0.6,3.1,-9.7,-1.9,9.1
COc1ccc(NC(=O)CSc2nnc(-c3cccnc3)o2)c(OC)c1,3.4,2.6,0.5,3.4,i,2.9,.,-3.9,-2.0,.
Cc1ccc(-c2csc(NC(=O)c3c(C)noc3C)n2)cc1,-2.0,5.3,3.3,-21.2,-3.1,-3.2,.,-11.1,-7.3,.
O=C(NN1C(=O)/C(=C\c2cccnc2)SC1=S)c1ccco1,1.7,-0.3,0.2,2.1,i,1.3,-1.9,2.3,10.0,13.2
COC(=O)C1=C(c2ccccc2)C[C@@H]2CC[C@H]1N2C(=O)NCc1ccc(C(F)(F)F)cc1,-10.3,5.7,2.6,-2.7,10.0,0.4,.,-4.6,2.9,.
Cc1ccc(OCCCOc2cccc3cccnc23)cc1C,40.0,-3.4,0.0,-6.7,-0.4,.,-0.4,-27.3,-5.4,11.3
CSc1ncccc1C(=O)N1CCCC(Nc2ccc(F)c(F)c2)C1 (centres undefined),-4.1,-4.4,.,.,-0.4,1.0,.,.,-6.4,.
COc1cc(C)c(Cl)cc1S(=O)(=O)n1ccnc1C,9.0,-2.5,-0.1,-4.4,2.0,1.3,6.1,-14.2,3.7,-4.1
Cc1nc(-c2ccc(NC(=O)Cc3ccccc3)cc2)cs1,-5.0,-13.7,1.2,-6.4,1.6,0.4,0.8,-1.9,15.5,9.5
Cc1nnc(-c2cnn(C)c2N)n1CCCN(C)C,1.0,-6.3,0.0,-0.7,-0.1,2.9,4.5,-3.1,-2.7,20.2
O=C(Nc1ccc2ccccc2c1)c1ccc(Br)o1,-0.1,-3.6,-0.2,.,-0.7,-0.7,2.6,-8.3,1.8,3.6
O=C(/C(=C(\[O-])c1ccccc1)[n+]1ccc2ccccc2c1)c1ccc([N+](=O)[O-])cc1,-4.0,-2.3,-1.1,-5.4,-0.3,.,-9.4,-6.3,8.3,5.0
# Next section
SMILES,Y pestis TopoI,Anthrax LF prot,PfHsp40 rescue,Rv3671c inh,BH1578 lux ind,TcdB inh,3CLpro inhibitor,PriA SSB inh,MazF activator,DUSP3 inh
CCOC(=O)c1c(C)[nH]c(C2=NNC(=Nc3ccc(OCC)cc3)SC2)c1C,-14.6,2.1,1.4,6.7,-0.2,.,-2.4,-2.0,-0.1,-8.3
CCc1ccc(-c2cc(C)no2)cc1S(=O)(=O)N1CCOc2ccccc21,15.4,0.5,4.9,-11.2,-0.2,-0.2,2.1,-12.2,3.6,10.4
Cc1ccc([C@@H]2CC=C(C(=O)O)[C@H](c3cccc(Cl)c3)N2S(=O)(=O)c2ccc(C)cc2)cc1,-3.0,-3.2,15.1,-10.3,i,-0.4,.,-9.4,-5.7,.
COc1ccc2[nH]c3c(N4CCC(O)(c5cccc(C(F)(F)F)c5)CC4)ncnc3c2c1,-12.4,-6.0,0.0,13.5,.,.,-6.3,-17.2,5.7,30.4
CN1CCN(Cc2nc3ccccc3c(=O)n2Cc2nc(-c3ccccc3F)cs2)CC1,-10.6,-5.1,0.2,-13.9,-0.2,.,0.6,3.1,4.2,0.4
O=C(O)CC/C(=C\c1ccc(Cl)c([N+](=O)[O-])c1)c1nc2ccccc2s1,1.2,0.3,0.2,-5.1,i,6.6,5.4,-0.4,-2.2,-1.5
CCCCCC(=O)N/N=C/c1ccc(N(C)C)cc1,-3.9,-0.5,0.6,3.9,i,.,-0.7,.,-3.2,32.7
CCCCC(=O)NC(=S)Nc1cccc(C(=O)O)c1,7.0,-2.5,-0.6,9.9,i,-0.3,2.3,-15.4,-15.9,12.0
CCOC(=O)C1CCCN(C(=O)C2CCN(S(=O)(=O)c3cnc[nH]3)CC2)C1 (centres undefined),3.8,-3.3,-0.1,1.0,-0.2,.,-1.2,-1.4,9.0,3.5
CC(=O)N1c2ccc(S(=O)(=O)N(C)CC(=O)NC(C)c3ccccc3)cc2CC1C (centres undefined),4.4,-3.0,-1.0,3.7,0.9,-0.2,0.0,-17.2,0.2,-2.2
CCOC(=O)c1c(CSC(=N)N)n(C)c2cc(Br)c(OC(C)=O)cc12,-2.0,-5.2,-1.6,-2.6,-0.5,1.1,-1.7,2.5,12.4,38.8
S=C1NCCOCCOCCOCCOCCN1,5.5,1.4,1.0,0.2,-1.9,-0.1,-0.1,-9.9,-1.3,15.6
CCC(=O)Nc1cccc(C2=NOC3(C2)C[C@H](C(N)=O)N(C(=O)Cc2ccc([N+](=O)[O-])cc2)C3)c1 (some centres undefined),-5.3,-3.4,-1.7,5.3,i,0.5,.,2.0,16.8,11.1
CCC(C)NC(=O)CSc1nc2cc3c(cc2c(=O)n1Cc1ccco1)OCO3 (centres undefined),2.7,-0.2,-1.2,.,-1.7,0.1,6.2,-9.8,-16.0,-7.4
CCOC(=O)c1c(NC(=S)Nc2ccc(OC)cc2)sc2c1CCCCC2,-1.7,-0.7,-0.1,-4.3,-0.3,-0.3,-3.2,20.4,-9.0,7.3
OC[C@@H]1CN(Cc2ccc3c(c2)OCO3)C[C@H](n2cnc3c(NC4CC4)ncnc32)O1,-3.4,1.0,.,.,-0.7,1.4,.,.,.,.
COc1cc(OC)c(C2Nc3ccccc3NC3=C2C(=O)CC(C)(C)C3)cc1OC (centres undefined),-0.3,-8.4,11.6,6.8,-0.2,0.6,-0.1,-6.0,7.4,30.0
COc1ccc(C2=Nn3c(nnc3-c3ccccn3)SC2)cc1,-7.8,-1.8,-2.2,-5.5,1.4,3.0,-1.4,15.8,6.0,23.4
Cc1cc(/C=N/NC(=O)C(=O)N2CCCC2)c(C)n1-c1cccc(Br)c1,28.3,-3.9,-0.8,-7.4,.,.,3.0,.,1.4,24.5
CCSc1cc(C2C(C(=O)OC)=C(C)NC3=C2C(=O)CCC3)c(C)o1 (centres undefined),-4.1,1.9,-1.7,-2.0,-1.0,.,0.8,-0.1,8.6,7.0
O=C(OCC1CCNCC1)c1ccc(F)cc1,0.3,-16.2,-0.6,.,0.8,0.3,.,3.6,5.1,.
Cc1ccccc1SC1CCN(Cc2nc(C3CC3)no2)CC1,-8.6,-1.0,0.0,-0.2,-0.1,0.7,3.0,-29.7,-2.1,-18.3
COc1cccc(NC(=O)CC2SC(=Nc3ccccc3)NC2=O)c1 (centres undefined),4.0,3.1,0.4,3.8,i,.,6.9,-0.3,4.4,20.8
CCCOc1ccc2ccccc2c1/C=N/n1cnnc1,12.1,-9.7,1.1,3.7,1.6,.,-5.8,.,6.1,-5.1
COc1cc(S(=O)(=O)N2CCN(c3ccccc3)CC2)ccc1Cl,9.6,-2.9,0.7,-0.3,-13.8,0.9,2.2,-8.0&-3.0&-0.8,11.9,11.7
# More structures follow:
SMILES,Y pestis TopoI,Anthrax LF prot,PfHsp40 rescue,Rv3671c inh,BH1578 lux ind,TcdB inh,3CLpro inhibitor,PriA SSB inh,MazF activator,DUSP3 inh
Cc1cc(C)cc(OCC(=O)Nc2ccc(S(=O)(=O)Nc3ccccn3)cc2)c1,14.8,-1.0,0.4,-2.2,-0.7,0.9,1.6,1.8,9.1,5.1
CC(C)C(=O)NC(Nc1cccc([N+](=O)[O-])c1)C(Cl)(Cl)Cl (centres undefined),-6.1,0.7,-1.1,-1.3,-1.1,0.4,0.6,-3.5,7.2,16.6
O=c1ccc2cc3ccoc3cc2o1,-1.5,3.7,0.2,-1.4,-0.3,-2.8,2.1,9.2,2.7,-11.9
CCCOc1ccc(Cc2c(O)nc(SC)[nH]c2=O)cc1C,5.0,-14.6,-0.3,-0.5,i,-0.4,-0.1,-4.9,8.2,8.1
O=C(COC(=O)c1ccc(F)cc1F)Nc1cccnc1Cl,3.3,-5.1,2.9,-1.8,2.1,0.7,.,-1.4,6.7,.
CCCNC(=O)N1[C@H]2CC[C@@H]1C(C(=O)OC)=C(c1cc3ccccc3o1)C2,-0.5,-6.6,-1.9,-2.6,-2.4,.,.,10.0,5.0,.

# Profiles, quoted from the list:
# Results for O=C(NN1C(=O)/C(=C\c2cccnc2)SC1=S)c1ccco1 → Y pestis TopoI: 1.7; Anthrax LF prot: -0.3; PfHsp40 rescue: 0.2; Rv3671c inh: 2.1; BH1578 lux ind: i; TcdB inh: 1.3; 3CLpro inhibitor: -1.9; PriA SSB inh: 2.3; MazF activator: 10.0; DUSP3 inh: 13.2
# Results for CCCOc1ccc2ccccc2c1/C=N/n1cnnc1 → Y pestis TopoI: 12.1; Anthrax LF prot: -9.7; PfHsp40 rescue: 1.1; Rv3671c inh: 3.7; BH1578 lux ind: 1.6; TcdB inh: .; 3CLpro inhibitor: -5.8; PriA SSB inh: .; MazF activator: 6.1; DUSP3 inh: -5.1

# Among those listed so far, these have an NH in an aromatic ring.
SMILES,Y pestis TopoI,Anthrax LF prot,PfHsp40 rescue,Rv3671c inh,BH1578 lux ind,TcdB inh,3CLpro inhibitor,PriA SSB inh,MazF activator,DUSP3 inh
CCOC(=O)c1c(C)[nH]c(C2=NNC(=Nc3ccc(OCC)cc3)SC2)c1C,-14.6,2.1,1.4,6.7,-0.2,.,-2.4,-2.0,-0.1,-8.3
COc1ccc2[nH]c3c(N4CCC(O)(c5cccc(C(F)(F)F)c5)CC4)ncnc3c2c1,-12.4,-6.0,0.0,13.5,.,.,-6.3,-17.2,5.7,30.4
CCOC(=O)C1CCCN(C(=O)C2CCN(S(=O)(=O)c3cnc[nH]3)CC2)C1 (centres undefined),3.8,-3.3,-0.1,1.0,-0.2,.,-1.2,-1.4,9.0,3.5
CCCOc1ccc(Cc2c(O)nc(SC)[nH]c2=O)cc1C,5.0,-14.6,-0.3,-0.5,i,-0.4,-0.1,-4.9,8.2,8.1

# Not all compounds are listed. The share of hits here may be higher or lower than overall.
